High-throughput results deposited in PubChem BioAssay by Broad Institute.
RAD52 anneal inh: inhibitors of human RAD52 DNA annealing; recombinant RAD52 DNA annealing, FRET fluorescence; P43351; 360,000 compounds, 0.46% hits; inhibition, % at 18.7 µM;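 active means every replicate showing at least 50% inhibition; inconclusive means mean inhibition at least 50% but not in every replicate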
Xi reactivation: X-chromosome reactivation activator; AID 743238; 360,000 compounds, 0.055% hits; activation, % at 7.58 µM; XiGFP mouse fibroblasts, % GFP-positive cells imaging, 3 d; cells co-treated with 5-aza-dC sensitizer; scaled so ellipticine positive control = 100%;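 active means mean normalized replicate activation at least 10% and every replicate at or above 10%; inconclusive means only one of the two criteria met; inactive means mean below 10% and not all replicates reach 10%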;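 further: 0% = median of on-plate neutral control wells and 100% = ellipticine 6 µM median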
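System: XiGFP fibroblasts, SV40-immortalized. Medium: DMEM plus 5-aza-dC sensitizer. Doses: single point. Timing: 3 d treatment, 15 min room-temperature fixation. Control set: ellipticine 6 µM.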
S100A4 inh HTS: S100A4-myosin IIA interaction inhibition; P26447; S100A4/TAMRA-MyoIIA peptide fluorescence polarization; inhibition, % at 10.7 µM; 360,000 compounds, 0.14% hits; AID 652163;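 active means mean inhibition of at least 70% across replicates, with every replicate also reaching that level; inconclusive means mean inhibition reaches 70% but some replicates fall short; inactive means mean inhibition below 70%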
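assay system = human S100A4 monomer with TAMRA-labelled myosin IIA peptide | also added = labelled myosin peptide probe, 5 nM | incubation = 5 min between mix addition and reading | control set = DMSO and TFP controls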
ERAP1 HTS inh: blocks human ERAP1 aminopeptidase activity; AID 652197; inhibition, % at 10.7 µM; Q9NZ08; 340,000 compounds, 0.15% hits; recombinant ERAP1, Leu-AMC fluorescence, 60 min;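 active means mean replicate inhibition of at least 30%, or all replicates individually reaching that 30% level; inactive means mean below 30% and not every replicate reaching it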;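 further: 0% = neutral control wells and 100% = L-leucinethiol positive control wells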
Target sequence (Q9NZ08 whole entry, looked up): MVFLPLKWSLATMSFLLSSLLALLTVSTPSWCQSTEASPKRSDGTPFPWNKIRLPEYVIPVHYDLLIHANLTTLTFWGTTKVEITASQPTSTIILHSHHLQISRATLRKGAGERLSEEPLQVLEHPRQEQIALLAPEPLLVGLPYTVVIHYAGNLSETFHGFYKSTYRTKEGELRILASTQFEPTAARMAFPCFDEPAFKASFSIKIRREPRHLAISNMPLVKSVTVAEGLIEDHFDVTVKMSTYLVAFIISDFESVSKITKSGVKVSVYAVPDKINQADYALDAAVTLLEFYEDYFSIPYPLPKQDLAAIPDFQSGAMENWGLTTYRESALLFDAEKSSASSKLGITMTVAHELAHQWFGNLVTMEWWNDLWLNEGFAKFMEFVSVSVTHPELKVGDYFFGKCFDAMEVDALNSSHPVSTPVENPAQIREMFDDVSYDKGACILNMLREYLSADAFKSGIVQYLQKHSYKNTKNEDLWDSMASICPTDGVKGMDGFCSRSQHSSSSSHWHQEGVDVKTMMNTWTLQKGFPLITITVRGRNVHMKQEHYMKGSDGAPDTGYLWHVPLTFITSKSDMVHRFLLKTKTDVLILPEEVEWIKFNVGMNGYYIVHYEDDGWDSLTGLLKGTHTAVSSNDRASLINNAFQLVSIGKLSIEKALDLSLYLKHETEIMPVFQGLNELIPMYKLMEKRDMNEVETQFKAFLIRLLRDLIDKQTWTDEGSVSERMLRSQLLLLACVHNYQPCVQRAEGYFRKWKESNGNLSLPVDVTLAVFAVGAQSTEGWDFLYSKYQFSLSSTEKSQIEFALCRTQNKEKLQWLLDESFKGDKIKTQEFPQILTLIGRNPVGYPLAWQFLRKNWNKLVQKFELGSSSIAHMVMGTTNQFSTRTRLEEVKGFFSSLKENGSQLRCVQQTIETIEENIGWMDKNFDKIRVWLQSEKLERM
RAD54 branch: blocks human RAD54 Holliday junction branch migration | Q92698 | FAM/BHQ fluorescence | inhibition, % at 10.4 µM | 360,000 compounds, 0.14% hits | AID 602329;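 active means mean normalized replicate activity at least 40 and at least half of replicates scoring 40 or more; inconclusive means only one of the two criteria met; inactive means mean below 40 and under half of replicates reaching 40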;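 further: 0% = median of neutral control wells and 100% = median of positive control wells; inhibitors cause a drop in the FAM fluorescence signal; in these data hits start at about 50%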
esBAF inh: inhibitors of esBAF chromatin remodeling in mouse ES cells; Bmi1-luciferase knock-in reporter, 24 h; 100% = twice the neutral-well signal; reporter increase, % at 12.5 µM; 350,000 compounds, 2% hits; in the data active means activation above about 40%; inconclusive means no clear call, values can overlap the other calls;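 further: 0% = median of the plate's neutral control wells and 100% = double that signal; a rise in the Bmi1 reporter signal indicates esBAF inhibition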
E-selectin induc: induces E-selectin expression in human endothelial cells | activation, % at 7.58 µM | HUVEC E-selectin immunofluorescence imaging; normalized: neutral wells 0, TNF-alpha wells 100 | AID 686992 | P16581 | 260,000 compounds, 0.37% hits;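 active means mean E-selectin-positive cell signal at least 10% of the positive control, reached in at least 60% of replicates, without over 20% cell loss; inconclusive means no rule given, readout overlaps actives, possibly toxicity-flagged; inactive means the rest, including those meeting only one limit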;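 further: in these data hits start at about 27%; measured in HUVEC primary endothelial cells; signal is the percent of cells scored E-selectin positive by PE staining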
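Assay system: HUVEC, human umbilical vein endothelial cells / Amount: 3,000 HUVEC/well / Controls: TNF-alpha positive control, DMSO neutral control / Compound dosing: single concentration / Medium: EGM-2 over gelatin coat / Evaluation: percent E-selectin-positive cells / Signal: immunofluorescence imaging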
ERp5 inh: blocks human ERp5 reductase activity on insulin; ERp5 insulin aggregation, absorbance 650 nm, 90 min; inhibition, % at 9.99 µM; 350,000 compounds, 0.05% hits;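 active means mean replicate inhibition above about 25%, with every replicate also reaching it, limit read from the data, passing the limit was not always enough; inconclusive means only one of those two criteria met; inactive means neither criterion met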
* = called active by the depositor; ? = inconclusive; . = not tested or not shown; & = joins results of further samples.

Every second line gives: RAD52 anneal inh	Xi reactivation	S100A4 inh HTS	ERAP1 HTS inh	RAD54 branch	esBAF inh	E-selectin induc	ERp5 inh
1	O=C(COc1ccc(F)cc1)Nc1nnc(S(=O)(=O)N2CCCC2)s1
  -7	-0.1	0	-5	-3	6	0.1	-5
2	Cc1nc(SCC(=O)N(CC(C)C)C2CCS(=O)(=O)C2)c2c(C)c(C)sc2n1 (centres undefined)
  -9	-0.2	-3	1	-6	5	.	5
3	COc1cc(OC)nc(NC(=O)COC(=O)c2cccc(Cl)c2)n1
  -3	-0.2	-1	0	.	.	8.4	6
4	Cc1cc(C(=O)OCC(=O)Nc2ccccc2[N+](=O)[O-])c2ccccc2n1
  -5	0.0	-3	0	.	.	.	4
5	COc1ccc(S(=O)(=O)Nc2ccc3c(c2)C(=O)N([C@@H](C)CO)C[C@@H](C)[C@@H](CN(C)S(=O)(=O)c2ccc(F)cc2)OCCCC[C@@H](C)O3)cc1
  -30	0.2	11	0	2	3	0.1	1
6	CCn1cc(C(=O)NCCCOC(C)C)c(=O)c2cc(S(=O)(=O)N3CCC(C)CC3)ccc21
  -4	0.1	-3	0	1	3	.	3
7	COC(=O)CCCC1=CC2=CC(=O)C(C)(OC(=O)c3cccs3)C(=O)C2=CN1CCc1c[nH]c2ccccc12 (centres undefined)
  -10	0.0	1	-4	2	-1	1.7	3
8	O=C(NCc1ccccc1F)C1CCCN(C(=O)Nc2ccccc2)C1 (centres undefined)
  4	0.2	-2	-1	-2	0	.	-1
9	CCN(CC)C(=O)c1cccc(NC(=O)c2ccccc2OCc2c(C)noc2C)c1
  -7	0.1	-2	-1	-4	1	-0.4	0
10	COCCNC(=O)Cn1cnc2sc(C)c(S(=O)(=O)N3CCN(c4ccccc4OC)CC3)c2c1=O
  -16	0.0	4	-6	-1	-1	0.7	0
11	CC(=O)c1ccc(NC(=O)c2ccc(-n3cnnn3)cc2)cc1
  -6	0.0	2	4	.	7	4.2	-4
12	C[C@H]1CN([C@@H](C)CO)C(=O)c2cccc(NC(=O)Nc3ccccc3)c2O[C@@H]1CN(C)S(=O)(=O)c1ccc(Cl)cc1
  10	-1.0	3	-1	-18	-4	0.0	-2
13	Cc1cc(C)c(C)c(S(=O)(=O)Nc2ccc(C(N)=O)cc2)c1C
  -11	0.0	-5	1	.	.	.	6
14	CN(c1nc2ccccc2[nH]c1=O)C1CCCCC1
  -5	0.1	4	0	-8	-11	-0.2	-1
15	CC(C)CN(Cc1c(O)ccc2c(=O)c(-c3ccccc3)coc12)CC(C)C
  -3	0.0	-6	18	-1	3	1.8	-1
16	OC(CCN1CCOCC1)c1ccccc1 (centres undefined)
  5	0.0	3	2	-5	-3	.	0
17	C[C@H](CO)N1C[C@H](C)[C@H](CN(C)Cc2ccccc2)OCCCC[C@H](C)Oc2ccc(NC(=O)CCC(F)(F)F)cc2C1=O
  13	0.4	-2	1	-6	-1	-0.3	1
18	C[C@H](NC(=O)C[C@H]1C=C[C@@H](NC(=O)C2CCOCC2)[C@@H](CO)O1)c1ccccc1
  -7	0.5	9	5	0	1	-0.5	-1
19	CCc1ccc(S(=O)(=O)N2CCCC(N3CCN(c4ccc(OC)cc4)CC3)C2)cc1 (centres undefined)
  -7	0.1	-1	-1	-16	6	0.0	-2
20	O=C(CCc1nc2sc3c(c2c(=O)[nH]1)CCCC3)Nc1cccc(Cl)c1
  -35	0.1	-1	1	.	.	-1.2	2
21	CCCNC(=O)[C@H]1[C@H](CO)[C@H]2Cn3c(ccc(-c4ccccc4)c3=O)[C@@H]1N2C(=O)CC1CC1
  4	-0.1	16	1	-4	-2	-0.3	0
22	CCCCn1c(N)c(N(CC(C)C)C(=O)CN2C(=O)NC3(CC(C)CC(C)(C)C3)C2=O)c(=O)[nH]c1=O (centres undefined)
  0	0.0	-5	7	.	.	1.4	0
23	COc1cccc(C(=O)NC(C)CCc2ccccc2)c1 (centres undefined)
  -14	0.0	-4	4	-10	0	-0.2	-2
24	O=C(CCCN1C(=O)/C(=C\c2ccccc2)SC1=S)Nc1ccc(O)cc1
  -5	0.0	3	0	-3	.	.	6
25	C/C=C/c1cccc(-c2nc(C(=O)NCCC)cc3c2[C@@H](CCO)N([S@](=O)C(C)(C)C)C3)c1
  -25	0.0	-49	0	.	.	1.5	6
26	CCCN1[C@@H]2c3ccc(C4=CCCC4)c(=O)n3C[C@@H]2[C@@H](CO)[C@@H]1C(=O)NCc1cccc(OC)c1
  -45	0.2	-20	-1	-6	3	0.2	-6
27	O=S(=O)(NCc1c(Cl)cccc1Oc1ccccc1)c1ccc(F)cc1
  -7	0.0	-6	-1	.	.	0.3	-4
28	Cc1c(C)c2cc(Cl)c(OCC(=O)NCCCn3ccnc3)cc2oc1=O
  -1	0.0	-1	-1	.	-8	.	2
29	COc1ccc(S(=O)(=O)Nc2ccc3c(c2)C(=O)N([C@H](C)CO)C[C@@H](C)[C@H](CN(C)S(C)(=O)=O)O3)cc1
  5	-0.1	-2	0	4	0	-2.7	-7
30	C[C@H](CO)N1C[C@H](C)[C@H](CN(C)C(=O)C2CCCCC2)Oc2ncc(C3=CCCC3)cc2C1=O
  -8	-0.3	4	3	-9	0	0.2	-5

Every second line gives: RAD52 anneal inh	Xi reactivation	S100A4 inh HTS	ERAP1 HTS inh	RAD54 branch	esBAF inh	E-selectin induc	ERp5 inh
31	COc1ccc(N2CCN(CCCNS(=O)(=O)c3ccc4c(c3)oc(=O)n4C)CC2)cc1
  -5	-0.1	-3	5	-18	1	-0.1	-1
32	CN1C(=O)c2ccc(C(=O)NCc3ccco3)cc2C1=O
  -8	-0.1	4	-1	6	-5	-0.1	-2
33	COC(=O)C1=CN(c2ccc(F)cc2)C=C(C(=O)OC)C1c1ccc([N+](=O)[O-])cc1
  -3	0.3	6	-2	6	-8	-0.2	6
34	COc1ccc(N(Cc2ccccc2)C(=O)c2ccccc2[N+](=O)[O-])cc1
  -6	.	5	-4	6	16	.	0
35	c1cncc(-c2nc3ccccn3c2Nc2ccc3c(c2)OCCO3)c1
  -2	0.0	-1	2	2	9	-2.4	2
36	O=C(NCc1nnc(SCc2ccc(F)cc2)n1-c1ccc(F)cc1)C12CC3CC(CC(C3)C1)C2
  0	0.1	-6	11	3	.	-0.3	-2
37	O=C(O)CCCNC(=O)C(c1ccccc1)c1ccccc1
  -6	-0.1&0.0	0	1	.	.	.	0
38	Cc1noc(C)c1S(=O)(=O)N(C)C[C@H]1Oc2ccc(NC(=O)CCC(F)(F)F)cc2C(=O)N([C@H](C)CO)C[C@@H]1C
  -13	-0.1	-3	-6	0	-8	0.0	7
39	O=C(/C=C/c1ccccc1)Oc1cccc(C(=S)N2CCOCC2)c1
  -6	-0.2	5	-3	9	-7	3.0	5
40	O=C(NCCN1CCCC1)C(c1ccccc1)c1ccccc1
  -3	0.0	-2	-6	-1	0	.	3
41	O=C(NCc1ccco1)C1CC(c2ccc(F)cc2)=NO1 (centres undefined)
  -6	0.5	1	.	0	4	4.8	-7
42	C[C@H]1CN([C@@H](C)CO)C(=O)c2cccc(NS(=O)(=O)c3cccs3)c2O[C@H]1CN(C)Cc1ccc(C(=O)Nc2ccccc2N)cc1
  -19	0.1	-10	-7	.	.	-13	6
43	COc1ccc(S(=O)(=O)N2CCN(C(=S)Nc3ccc(S(N)(=O)=O)cc3)CC2)cc1
  -13	-0.1	-2	0	-6	7	-0.2	-1
44	CC(=O)Nc1c2c(nn1-c1cccc(Cl)c1)CS(=O)C2 (centres undefined)
  -5	0.2	-27	1	-6	2	1.0	3
45	C[C@H]1CN([C@@H](C)CO)C(=O)c2cc(C#Cc3cccc(F)c3)cnc2O[C@@H]1CN(C)C(=O)C1CC1
  -4	-1.0	-16	0	-2	-5	?	1
46	COc1ccc2ccccc2c1/C=N\NC(=O)c1cccnc1
  -17	-0.1	-2	-1	-8	-5	0.1	-1
47	CC(C)NC(=O)N[C@@H]1C=C[C@@H](CC(=O)NCc2ccc(Oc3ccccc3)cc2)O[C@@H]1CO
  -3	-0.1	-8	4	9	4	0.7	3
48	COc1ccc(-c2ccc3c(c2)[C@H]2[C@H](CCN2C(=O)Cc2ccncc2)[C@H](CO)N3)cc1
  .	0.2	.	.	12	19	0.0	.
49	CC(C)CN(CC(C)C)c1nn[nH]n1
  -16	0.0	9	0	-8	.	-0.1	1
50	C[C@@H]1CN([C@H](C)CO)C(=O)c2cccc(NC(=O)Nc3ccc4c(c3)OCO4)c2O[C@H]1CN(C)S(=O)(=O)c1ccc(F)cc1
  -7	-0.1	23	-1	-12	15	20	22
51	Cc1ccc(S(=O)(=O)N2CCN(C(=O)CCN3C(=O)c4ccccc4C3=O)CC2)cc1C
  -10	-0.1	23	-1	.	.	.	-4
52	CN1CCN(c2ncnc3c2ncn3[C@H]2CN(Cc3ccncc3)C[C@@H](CO)O2)CC1
  4	0.0	-7	1	-1	10	-0.1	-2
53	COc1ccc(Cl)cc1C(=O)NCCCN1CCOCC1
  -13	0.0	-7	1	-2	-2	0.1	2
54	C[C@@H]1CN([C@@H](C)CO)C(=O)CCCn2cc(nn2)CO[C@H]1CN(C)C(=O)Nc1ccccc1C(F)(F)F
  8&5	-0.3	-114&19	0&2	1&1	-2&-5	0.0	-4&9
55	Nc1nonc1C(=O)N/N=C/c1cccc([N+](=O)[O-])c1
  -1	0.0	2	-1	7	7	.	-8
56	COc1cccc(CN2CCN(Cc3ccc(C#CC(C)(C)O)s3)CC2CCO)c1 (centres undefined)
  -4	0.2	-2	-5	-1	.	.	3
57	Nc1c(-c2ccccc2)cnc2c(-c3ccccc3)cnn12
  -5	-0.1	-10	2	10	-55	0.2	0

An unsorted share of the library; any-hit rate near 2.5%.
